miR-122 sensor = inhibitors of miR-122 in Huh7 cells; 0.3% of 340,000 active; Huh7 miR-122 Renilla luciferase sensor, 48 h; neutral wells = 0, positive control = 100; activation (reporter increase), % at 12.5 µM;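 active = mean replicate activation score at least 90 and every replicate individually at or above 90; inconclusive = only one of the two criteria met; inactive = neither criterion met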;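 note: higher luciferase means less miR-122 activity so hits act as miR-122 inhibitors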
FN deposit inh = fibronectin deposition inhibition. AH1F fibroblasts, Alexa488-fibronectin deposition fluorescence, overnight. inhibition, % at 12.6 µM. 0.086% of 350,000 active. AID 743247;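 active = mean inhibition across replicates of 30% or more, regardless of how many single replicates reach that level; inconclusive = mean under 30% yet at least half of replicates reach 30%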;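 note: positive control wells lacked labelled fibronectin entirely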
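Assay system: AH1F fibroblasts assembling fluorescent fibronectin matrix; Amount: 10000 AH1F cells per well; Buffer or medium: DMEM, 2% serum; Probe or stimulus: Alexa488-fibronectin, 24 nM final in well; Doses: single compound dose, delivered by pin transfer; Incubation: 1 h adhesion, overnight exposure; Measured by: fluorescence 485/525 nm; Read-out: fibronectin deposition inhibition.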
F508del corr = CFTR F508del correction in bronchial cells. CFBE cells, YFP halide quenching; stimulated with forskolin plus potentiator P3; % fluorescence drop versus neutral controls. activity (quench increase), % at 7.58 µM. 0.36% of 350,000 active. AID 720511;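 active = mean added fluorescence quench of at least 8% versus neutral control, with both replicates also reaching 8%; inconclusive = only one of the mean or replicate conditions met; inactive = mean below 8% and not both replicates reaching 8%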;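 note: cells transiently co-express mutant CFTR-F508del with the halide-sensitive YFP; corrector assay measuring rescue of mutant channel to the surface after 24 h compound exposure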
DENV2 CPE = inhibitors of DENV2 cytopathic effect; DENV2-infected cells, cytopathic effect rescue, plate reader; CPE inhibition, % at 9.99 µM; 1.7% of 350,000 active; in the data active = CPE inhibition above about 20%, passing the limit was not always enough; inconclusive = no clear call, values can overlap the other calls; tested in BHK-21 cells;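 note: 0% = median of neutral control wells and 100% = median of positive control wells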
PAX8 reporter = PAX8 transcriptional activity inhibition; inhibition, % at 12.6 µM; AID 652154; 1.2% of 360,000 active; RMG-I TPO-luciferase reporter, SteadyGlo, 24 h;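 active = mean replicate inhibition at least 60% with every replicate also reaching 60%; inconclusive = only one of the two criteria is met; inactive = mean below 60% and not all replicates reaching 60%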;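 note: luciferase light reporting Pax8 driven TPO promoter activity; plate controls were median of neutral control wells for no effect and mitoxantrone controls for full effect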
EWS-Fli inh = EWS/Fli transcriptional activity inhibition; A673 NR0B1-luciferase reporter, viability-normalised; inhibition, % at 12.6 µM; 0.67% of 350,000 active;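 active = mean inhibition of at least 50% after viability correction, with every replicate also passing that limit; inconclusive = mean reaches 50% but only one of two replicates passes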;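 note: firefly luciferase signal divided by Alamar Blue viability fluorescence both relative to DMSO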
INS-1E GSIS act = primary screen for activators of insulin secretion dependent on glucose, INS-1E cells, GLuc reporter luminescence. 0.61% of 370,000 active. INS-1E GLuc reporter insulin secretion, 2-3 h. AID 743287. activation, % at 16.6 µM;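 active = lowest replicate activation of at least 40%, so every replicate reaches that level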;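 note: 0% = median of neutral control wells and 100% = median of IBMX positive control wells; some compounds called inactive have numbers as strong as hits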
Starred values were filed as active, the others as inactive; ? = inconclusive; nt = no result given; & = joins results of further samples; [ ] = dose if it differs, or a comment.

SMILES	miR-122 sensor	FN deposit inh	F508del corr	DENV2 CPE	PAX8 reporter	EWS-Fli inh	INS-1E GSIS act
O=C(Nc1ccc(Oc2ccccc2)cc1)c1csc([C@H]2C[C@H](O)[C@@H](CO)O2)n1	-4	-14	-1.4	-8	24	8	nt
C[C@H]1CN([C@@H](C)CO)C(=O)c2cc(/C=C/c3ccccc3)cnc2O[C@@H]1CN(C)S(=O)(=O)c1cn(C)cn1	0[16.7 µM]	1	nt	2	7	1	9
COc1ccccc1C(=O)NCCC(=O)NC1=NCCS1	0	-1	1.3	14	16	-1	7
O=C1Nc2ccccc2C1=Nc1ccc(-c2nnc3n2CCCCC3)cc1	0	1	-4.2	12	22	33	-6
CN(C)S(=O)(=O)c1ccc(C(=O)NCC(C)(C)N2CCOCC2)cc1	-10	-6	0.2	-4	-9	5	-5
O=C(NC[C@@H]1CC[C@@H]2[C@@H](CN2C(=O)C2CCOCC2)O1)c1cccnc1	nt	nt	-0.6	-3	nt	-7	nt
C[C@@H]1CN([C@@H](C)CO)C(=O)Cc2cc(NC(=O)Nc3ccc4c(c3)OCO4)ccc2O[C@H]1CN(C)S(=O)(=O)c1ccccc1	-5[16.7 µM]	0	-2.2	-2	nt	-2	1
CN1C(=O)c2ccc(NC(=O)c3cccc4ccccc34)cc2C1=O	6	1	-3.7	-3	-1	-9	1
CC1CCCCC12NC(=O)N(CC(=O)NCc1ccccc1)C2=O (centres undefined)	-12	-7	-0.4	8	0	1	8
CN(C)S(=O)(=O)c1cccc(NC(=O)c2cncc(Br)c2)c1	0	3	0.9	-19	-16	-22	nt
COC(=O)[C@@]12C[C@@H](CC(=O)N3CCCCC3)C(=O)N(Cc3ccc4c(c3)OCO4)C1=CCC(C)(C)C2	nt	5	-1.7	-10	9	-7	-7
COCCN1C2=C(C(=O)CC(C)(C)C2)C(c2ccc(O)c(OC)c2)C2=C1CC(C)(C)CC2=O	2	-2	3.9	2	-1	6	-3
COC(=O)NC(NC(=S)Nc1cccc(C)c1)C(Cl)(Cl)Cl (centres undefined)	nt	4	-0.7	0	-14	3	11
CSCCC(NC(=O)c1ccccc1)C(=O)NCc1ccc(S(N)(=O)=O)cc1 (centres undefined)	-13	-3	-2.9	-1	9	-2	8
CCOC(=O)c1ccccc1N/C=C/C(=O)c1ccccc1	-1	8	nt	nt	-48	nt	nt

Entries from the list above that have a halogen, in the order listed:
SMILES	miR-122 sensor	FN deposit inh	F508del corr	DENV2 CPE	PAX8 reporter	EWS-Fli inh	INS-1E GSIS act
CN(C)S(=O)(=O)c1cccc(NC(=O)c2cncc(Br)c2)c1	0	3	0.9	-19	-16	-22	nt
COC(=O)NC(NC(=S)Nc1cccc(C)c1)C(Cl)(Cl)Cl (centres undefined)	nt	4	-0.7	0	-14	3	11

Going on with the list.
SMILES	miR-122 sensor	FN deposit inh	F508del corr	DENV2 CPE	PAX8 reporter	EWS-Fli inh	INS-1E GSIS act
Cc1ccc(-c2c(C(=O)N/N=C/c3ccc4c(c3)OCO4)nnn2-c2nonc2N)cc1	nt	-9	1.7	1	-11	nt	5
COc1ccc(S(=O)(=O)N(C)C)cc1NCC(=O)Nc1ccc(Br)c(C)c1	7	14	0.0	-4	13	6	-14
Cc1ccccc1Cn1nc(C)c(NC(=O)C(F)(F)F)c1C	-2	7	nt	-19	1	3	-6
COC(c1ccccc1)c1nnc(CCC(=O)NCCc2ccc(Cl)cc2)o1 (centres undefined)	-5	-5	-2.4	2	5	2	-13
CCOC(=O)c1ccc(NC(=S)NCc2ccc(S(N)(=O)=O)cc2)cc1	-4	4	3.1	1	7	2	4
N#C/C(=C/c1ccc(Br)s1)C(=O)NCCc1c[nH]c2ccccc12	nt	3	nt	-4	31	27	nt
CC(=O)c1cccc(N2C(=O)Nc3ccccc3N2O)c1	-7	3	-1.3	2	-7	-5	-2
NC(Cc1ccc2nsnc2c1)C(=O)O (centres undefined)	0	nt	-1.3	-1	nt	-11	16
COc1ccc(-c2csc3ncnc(N4CCN(S(=O)(=O)c5ccc(C(C)=O)cc5)CC4)c23)cc1	-11	16	-5.4	15	28	19	-1
CC(C)NC(=O)N(C)C[C@@H]1OCCCC[C@H](C)Oc2ccc(NS(=O)(=O)c3cn(C)cn3)cc2C(=O)N([C@H](C)CO)C[C@@H]1C	0[16.7 µM]	-1	0.0	-8	-9	-12	6
COc1ccc(/C=N/Nc2nc(C(=O)O)cs2)cc1	1	0	-2.4	4	-35	-20	12
O=C(NCCc1ccccc1)[C@@H]1[C@@H](CO)[C@@H]2Cn3c(cccc3=O)[C@@H]2N1Cc1ccncc1	5[16.7 µM]	nt	2.9	1	nt	1	2
Cc1ccc2nc(NNC(=O)c3ccc4c(c3)OCCO4)sc2c1	-7	-2	0.7	-5	11	-9	nt
CN(C)CCCN(C(=O)COc1ccc(Cl)cc1)c1nc2c(F)cccc2s1	nt	-6	-2.1	-5	-28	0	11
COc1ccc2cc(C[C@@H]3CC[C@@H](CNC(N)=O)O3)ccc2c1	nt	6	1.8	?	-105	-83	-13
CCCc1cn(CC[C@H]2CC[C@@H](NC(=O)Nc3ccccc3F)[C@@H](CO)O2)nn1	-5[16.7 µM]	14	2.2	-5	10	9	-1
COCCCNc1nc(CC(C)C)nc2c1nnn2Cc1ccccc1	-8	11	3.3	9	-7	13	19
COC(=O)CNc1nc(Cl)nc(Nc2ccc(Cl)cc2)n1	-5	0	0.7	3	0	-2	1
COc1cccc(NC(=O)NC2CCN(Cc3nnnn3Cc3ccc4c(c3)OCO4)CC2)c1	-11	0	-2.3	-4	0	-3	-10
C[C@@H]1CN([C@@H](C)CO)C(=O)c2cccc(NC(=O)c3cnccn3)c2O[C@H]1CN(C)C(=O)Nc1ccc2c(c1)OCO2	-6[16.7 µM]	2	0.1	-2	nt	6	2
C/C(=N/NC(=O)CN(c1ccccc1)S(=O)(=O)c1ccccc1)c1ccccc1O	19	12	-3.1	-19	-10	17	nt
CCNC(=O)[C@H]1[C@H](CO)[C@H]2Cn3c(ccc(/C=C/c4ccccc4)c3=O)[C@H]2N1C(C)=O	-1[16.7 µM]	nt	-2.9	nt	-4	3	3
CCOC(=O)c1c(-c2ccccc2)csc1NC(=S)NC	nt	9	nt	nt	17	nt	17
Cc1c(C(Nc2ccccn2)c2ccc(Cl)cc2)c(=O)n(-c2ccccc2)n1C (centres undefined)	-11	-7	nt	nt	21	nt	nt
C/C(CC(=O)NC1CCCCC1)=N\NC(=O)Cc1ccc(-c2ccccc2)cc1	nt	-3	-2.8	-4	9	12	-2
CCc1noc(C)c1C(=O)N1CCC(CCC(=O)Nc2cccc(C)c2)CC1	nt	0	-4.8	6	4	6	17
CC(C)Oc1ccc(CCC(=O)N/N=C/c2ccc3c(c2)OCO3)cc1	nt	5	-1.7	1	3	8	nt
CC1CCCCC1NC(=O)CN1CCN(S(=O)(=O)c2ccc(Br)s2)CC1 (centres undefined)	nt	-2	1.9	11	-14	11	-34
COc1cc(OC)c(OC)cc1CN1CCC(O)CC1	nt	-1	-0.2	2	5	7	9
CC1(C)CC(=O)C(CC(=O)N2CCC(Cc3ccccc3)CC2)C(=O)C1	nt	5	1.6	nt	2	-2	4
O=C(C[C@H]1CC[C@H](NC(=O)Nc2ccccc2F)[C@@H](CO)O1)NCc1ccccc1	nt	nt	2.0	-2	1	-1	7
C[C@@H]1CN([C@H](C)CO)C(=O)Cc2cc(NC(=O)CCN3CCOCC3)ccc2O[C@H]1CN(C)Cc1ccc(-c2ccccc2)cc1	-6[16.7 µM]	nt	0.0	-2	nt	-14	-2
C[C@@H]1CN([C@@H](C)CO)C(=O)c2cccc(NS(=O)(=O)c3cn(C)cn3)c2O[C@H]1CN(C)Cc1ccc(Cl)c(Cl)c1	-8[16.7 µM]	nt	-1.7	-8	-10	3	-10
O=C(NC1CCCCC1)C1CCCN1S(=O)(=O)c1ccc(Cl)cc1 (centres undefined)	nt	2	-3.5	0	9	3	12
Cc1cc(NCCCN2CCOCC2)n2ncc(-c3ccc(Cl)cc3)c2n1	18	0	nt	nt	-12	nt	nt
O=C(Nc1ccccc1Cl)N1[C@@H](CO)[C@@H]2c3ccccc3NC[C@@H]21	-3[16.7 µM]	nt	-1.5	-2	-3	2	-5
CC(C)(C)c1ccc(NC(=O)C2CCCN(c3cnccn3)C2)cc1 (centres undefined)	nt	-4	-0.2	-3	-7	-24	-19
O=C(CN1C(=O)S/C(=C/c2ccncc2)C1=O)Nc1ccccc1	3	1	0.5	11	20	nt	-2
O=C(NCc1ccccc1Cl)C1CCC(CNc2nc(=S)[nH]c3ccccc23)CC1 (centres undefined)	nt	-3	-2.2	0	15	5	2
Cc1cccc(OCC(=O)Nc2ccc(C(=O)Nc3ccccc3C(=O)O)cc2)c1C	nt	-1	3.4	-7	14	13	3
O=C(CSC(=S)N1CCOCC1)Nc1ccc(S(=O)(=O)Nc2ncccn2)cc1	1	1	-0.4	-1	-31	-3	6
CN1CCN(C(=O)C[C@H]2CC[C@H]3[C@@H](COc4ccc(NC(=O)C5CCOCC5)cc4C(=O)N3C)O2)CC1	nt	-11	nt	1	3	-6	4
C[C@@H]1CCCCO[C@@H](CN(C)S(C)(=O)=O)[C@@H](C)CN([C@H](C)CO)C(=O)c2cc(NS(=O)(=O)c3ccc(F)cc3)ccc2O1	16[16.7 µM]	nt	-0.2	-10	-6	-6	21
Cc1ccc(S(=O)(=O)Nc2ccc3c(c2)CC(=O)N([C@H](C)CO)C[C@@H](C)[C@H](CN(C)CC2CC2)O3)cc1	1[16.7 µM]	nt	-2.6	7	-18	2	13
O=C(COC(=O)CNC(=O)c1ccc(Cl)cc1)Nc1ncc(C(F)(F)F)cc1Cl	nt	-1	nt	76*	26	2	-10
NC(=O)CSc1nnc(-c2ccc(S(=O)(=O)N3CCCCC3)cc2)n1-c1ccccc1	-3	nt	3.5	6	nt	-9	4
O=C(O)CCCC(=O)Nc1cccc(C(=O)Nc2ccccc2C(=O)O)c1	-5	6	-0.2	3	6	8	16
CCc1noc(C)c1C(=O)NCCc1c[nH]c2ccccc12	nt	7	-0.1	5	7	4	-2
O=C(CCCc1ccccc1)N=C1SC2CS(=O)(=O)CC2N1c1ccccc1 (centres undefined)	nt	17	0.8	0	-2	7	-1
Cc1cccc(C)c1NC(=O)CSc1nnc(Cn2nnc(-c3ccccc3)n2)n1-c1ccccc1	1	-3	nt	nt	13	nt	nt
O=C(Nc1ccn(CCCNCc2ccccn2)c(=O)n1)OCc1ccccc1	5	-2	-0.9	1	3	5	2
O=C(NCc1nc2ccccc2[nH]1)C1=C[C@H](C2CC2)C[C@H](OCCCCO)O1	nt	0	-2.8&-0.1	12	12&10	8&-2	6
CCC(Sc1nc2ncccc2[nH]1)C(=O)NC1CCCC1 (centres undefined)	-1	3	3.4	-2	10	-4	2
CC(C)NC(=O)CCNS(=O)(=O)c1ccc(Br)cc1	-8	0	nt	nt	nt	nt	14
O=C(NCCCN1CCOCC1)c1sc2cc(F)ccc2c1Cl	-1	-8	nt	-1	-62	-15	-2
COc1ccc2c3c(n(C)c2c1)[C@H](CO)N(Cc1ccc2c(c1)OCO2)CC31CN(C(C)=O)C1	nt	nt	2.3	15	nt	6	15
CNc1c(NS(=O)(=O)c2cc(NC(C)=O)ccc2C)c(=O)oc2ccccc12	nt	3	0.5	-5	0	-22	20
O=C(O)CN(c1ccc(F)cc1)S(=O)(=O)c1ccc2c(c1)OCCO2	-3	nt	-0.7	-4	nt	-4	-6
CNC[C@H]1Oc2ccc(NS(=O)(=O)c3ccc(C)cc3)cc2C(=O)N([C@@H](C)CO)C[C@H]1C	3[16.7 µM]	nt	0.1	4	-11	-1	8
CCCN(C(=O)COC(=O)CSc1ccc(C(N)=O)cc1[N+](=O)[O-])C1CCS(=O)(=O)C1 (centres undefined)	-3	8	3.8	2	-14	-13	22

Screening results: PubChem, Broad Institute
